Screening results (PubChem BioAssay)
F508del corr = F508del CFTR correction, initial screen, CFBE line, single point; activity (quench increase), % at 7.58 µM; CFBE cells, YFP halide quenching; stimulated with forskolin plus potentiator P3; % fluorescence drop versus neutral controls; hit rate 0.36% among 350,000; AID 720511, 2013;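 active = mean added fluorescence quench of at least 8% versus neutral control, with both replicates also reaching 8%; inconclusive = only one of the mean or replicate conditions met; inactive = mean below 8% and not both replicates reaching 8%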;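 note: cells transiently co-express mutant CFTR-F508del with the halide-sensitive YFP; corrector assay measuring rescue of mutant channel to the surface after 24 h compound exposure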
RAD52 inh = RAD52 DNA annealing inhibitors, primary screen, biochemical, FRET, single point, set 2; recombinant RAD52 DNA annealing, FRET fluorescence; inhibition, % at 18.7 µM; hit rate 0.46% among 360,000;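 active = every replicate showing at least 50% inhibition; inconclusive = mean inhibition at least 50% but not in every replicate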
Target sequence (P43351 whole entry, looked up): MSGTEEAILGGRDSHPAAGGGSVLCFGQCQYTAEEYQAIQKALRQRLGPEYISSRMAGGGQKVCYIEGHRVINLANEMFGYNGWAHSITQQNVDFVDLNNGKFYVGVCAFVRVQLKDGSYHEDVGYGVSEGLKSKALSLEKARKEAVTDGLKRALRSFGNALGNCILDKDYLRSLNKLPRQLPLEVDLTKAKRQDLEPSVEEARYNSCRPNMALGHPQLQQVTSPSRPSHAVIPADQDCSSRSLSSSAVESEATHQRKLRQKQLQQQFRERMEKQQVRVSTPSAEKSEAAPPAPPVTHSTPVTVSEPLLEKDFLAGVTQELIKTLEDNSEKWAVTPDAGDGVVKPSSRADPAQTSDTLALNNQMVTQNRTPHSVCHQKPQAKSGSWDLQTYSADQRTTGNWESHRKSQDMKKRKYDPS
E-selectin induc = E-selectin induction in HUVECs, primary screen, imaging, HUVEC, immunofluorescence imaging, single point; normalized: neutral wells 0, TNF-alpha wells 100; AID 686992, 2013; P16581; activation, % at 7.58 µM; hit rate 0.37% among 260,000;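 active = mean E-selectin-positive cell signal at least 10% of the positive control, reached in at least 60% of replicates, without over 20% cell loss; inconclusive = no rule given, readout overlaps actives, possibly toxicity-flagged; inactive = the rest, including those meeting only one limit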;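 note: in these data hits start at about 27%; measured in HUVEC primary endothelial cells; signal is the percent of cells scored E-selectin positive by PE staining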
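System: HUVEC, human umbilical vein endothelial cells; quantity: 3,000 cells/well; buffer or medium: EGM-2 medium, gelatin-coated wells; dosing: single-point compound dose; detection: immunofluorescence imaging; evaluation: % PE-positive cells; benchmarks: TNF-alpha, DMSO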
RAD54 inh = inhibitors of human RAD54 branch migration, primary screen, biochemical, fluorescence, single point | inhibition, % at 10.4 µM | DNA repair and recombination protein RAD54-like (Homo sapiens), Q92698 | hit rate 0.14% among 360,000 | RAD54 Holliday junction branch migration, FAM/BHQ fluorescence;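 active = mean normalized replicate activity at least 40 and at least half of replicates scoring 40 or more; inconclusive = only one of the two criteria met; inactive = mean below 40 and under half of replicates reaching 40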;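 note: 0% = median of neutral control wells and 100% = median of positive control wells; inhibitors cause a drop in the FAM fluorescence signal; in these data hits start at about 50%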
XiGFP reactiv = activators of inactive X chromosome reactivation, primary screen, imaging, XiGFP fibroblasts, GFP high-content imaging, set 2 | XiGFP mouse fibroblasts, % GFP-positive cells imaging, 3 d; cells co-treated with 5-aza-dC sensitizer; scaled so ellipticine positive control = 100% | activation, % at 7.58 µM | hit rate 0.055% among 360,000 | AID 743238, 2013;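 active = mean normalized replicate activation at least 10% and every replicate at or above 10%; inconclusive = only one of the two criteria met; inactive = mean below 10% and not all replicates reach 10%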;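 note: 0% = median of on-plate neutral control wells and 100% = ellipticine 6 µM median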
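System: 68-5-11 XiGFP fibroblast line; Timing: 3 days compound exposure; Compound dosing: one concentration, pinned; Benchmarks: positive control ellipticine, 6 µM final; Buffer or medium: DMEM containing 5-aza-dC.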
Casp6 inh = human caspase-6 inhibitors, primary screen, biochemical, VEID-R110 fluorescence, single point, set 2 | P55212 | purified caspase-6, Z-VEID-R110 cleavage fluorescence | inhibition, % at 12.5 µM | hit rate 0.53% among 350,000;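 active = mean inhibition across replicates at least about 35%, with every replicate also reaching that limit, limit read from the data; inconclusive = only one of the two criteria met; inactive = neither criterion met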;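 note: 0% = median of neutral control wells and 100% = no fluorescence left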
Target sequence (P55212 24-179 limits assumed): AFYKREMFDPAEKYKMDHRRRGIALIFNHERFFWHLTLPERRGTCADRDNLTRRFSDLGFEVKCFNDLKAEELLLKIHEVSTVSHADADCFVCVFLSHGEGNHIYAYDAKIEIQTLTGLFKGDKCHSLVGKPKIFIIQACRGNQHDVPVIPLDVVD
Target sequence (P55212 194-293 limits assumed): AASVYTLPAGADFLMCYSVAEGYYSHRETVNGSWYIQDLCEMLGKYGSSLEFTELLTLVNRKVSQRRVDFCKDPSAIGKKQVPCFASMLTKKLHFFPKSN
GSIS activator = GLuc luminescence reporter in INS-1E cells, primary screen for activators of glucose-dependent secretion of insulin. activation, % at 16.6 µM. hit rate 0.61% among 370,000. AID 743287, 2014. INS-1E GLuc reporter insulin secretion, 2-3 h;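 active = lowest replicate activation of at least 40%, so every replicate reaches that level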;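 note: 0% = median of neutral control wells and 100% = median of IBMX positive control wells; some compounds called inactive have numbers as strong as hits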
DENV2 CPE rescue = inhibitors of DENV2 cytopathic effect, primary screen, cell-based, plate reader, single concentration; DENV2-infected cells, cytopathic effect rescue; CPE inhibition, % at 9.99 µM; hit rate 1.7% among 350,000; AID 651640, 2012; in the data active = CPE inhibition above about 20%, passing the limit was not always enough; inconclusive = no clear call, values can overlap the other calls; tested in BHK-21 cells;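 note: 0% = median of neutral control wells and 100% = median of positive control wells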
* marks the source's active call; other numbers are inactive results; i = inactive; ? = inconclusive; . = not tested or not shown. Rows are unselected; any-hit rate near 3.7%.

Molecule	F508del corr	RAD52 inh	E-selectin induc	RAD54 inh	XiGFP reactiv	Casp6 inh	GSIS activator	DENV2 CPE rescue
COc1ccc(-c2ccc3n(c2=O)C[C@@H]2[C@@H](CO)[C@H](C(=O)NCCN4CCCC4)N(C)[C@H]32)cc1	-5.6	0.2	0.0	.	0.0	-5.1	10.0	-7.9
CCCNC(=O)c1cc(C2CCCCN2C(=O)OC)on1 (stereo not given)	-2.3	-7.6	0.1	3.4	0.3	-1.7	11.4	7.5
NC(=O)COC(=O)c1oc2ccccc2c1CSc1ccc(Cl)cc1	.	2.9	.	7.4	0.0	-1.0	-4.9	5.6
O=C(Nc1ccccc1OC(F)F)C1CCCN1C(=O)c1cccs1 (stereo not given)	.	7.1	-0.2	.	-0.1	-1.0	12.7	0.6
O=C(Cn1c(=O)oc2cc(S(=O)(=O)NCc3ccccc3)ccc21)N1CCCC1	-0.7	3.1	10.1	3.2	.	2.4	-8.0	-2.1
CCCCCn1c(=O)[nH]c2cc(C(=O)NCCCN3CCCCC3C)ccc2c1=O (stereo not given)	-0.5	7.5	0.2	9.4	0.0	-3.4	-3.3	3.0
CCCCNC(=O)Nc1ccc2c(c1)N(C)C(=O)c1ccccc1S2	-0.8	-5.7	0.1	-1.2	0.0	-1.0	-16.0	-4.5
Cc1ccc(C)c(NC(=O)CN(C)C(=O)C2COc3ccccc3O2)c1 (stereo not given)	-0.2	-1.8	.	5.2	0.0	3.9	.	1.5
CCSc1nc2sc3c(c2c(=O)n1-c1ccccc1C)CCN(C)C3	3.0	-26.6	0.0	2.6	0.1	-5.8	44.8	?
O=C(CSc1nc(O)cc(=O)n1-c1ccccc1)Nc1ccc(Br)cn1	1.4	-23.5	4.4	8.5	0.0	2.4	.	-6.8

Next part; the last four above are carried over.
Molecule	F508del corr	RAD52 inh	E-selectin induc	RAD54 inh	XiGFP reactiv	Casp6 inh	GSIS activator	DENV2 CPE rescue
CCCCNC(=O)Nc1ccc2c(c1)N(C)C(=O)c1ccccc1S2	-0.8	-5.7	0.1	-1.2	0.0	-1.0	-16.0	-4.5
Cc1ccc(C)c(NC(=O)CN(C)C(=O)C2COc3ccccc3O2)c1 (stereo not given)	-0.2	-1.8	.	5.2	0.0	3.9	.	1.5
CCSc1nc2sc3c(c2c(=O)n1-c1ccccc1C)CCN(C)C3	3.0	-26.6	0.0	2.6	0.1	-5.8	44.8	?
O=C(CSc1nc(O)cc(=O)n1-c1ccccc1)Nc1ccc(Br)cn1	1.4	-23.5	4.4	8.5	0.0	2.4	.	-6.8
CCc1ccc(OC2(C)CCN(CCOc3ccc(C)cc3)C2)cc1 (stereo not given)	0.5	6.2	-0.1	-1.7	0.0	2.2	.	14.8
CCCOC(=O)c1c(NC(=O)c2cnn3c2NC(c2ccccc2)CC3C(F)(F)F)sc2c1CCCC2 (stereo not given)	.	-16.0	-1.7	-0.2	0.0	-0.7	.	84.1*
O=C(Nc1ccccc1F)N[C@H]1CC[C@@H](CCNC(=O)C2CCOCC2)O[C@@H]1CO	1.5	-3.9	-0.6	-2.1	0.0	1.7	6.4	-15.7
COc1cc(/C=C2\SC(=S)N(NC(=O)c3ccccc3O)C2=O)ccc1O	?	i	0.0	-206.9	0.0	10.4	-16.0	-1.9
COc1ccc(NC(=O)N(C)C[C@H]2Oc3ccc(NC(=O)C4CCCCC4)cc3CC(=O)N([C@@H](C)CO)C[C@@H]2C)cc1	-1.3	-11.9	0.2	-4.3	-0.4	0.6	9.7	-4.9
CC(=O)NCCc1c(C)n(Cc2ccccc2)c2ccccc12	-5.9	-11.0	.	2.4	0.0	2.7	8.2	-7.1
COc1ccc(NC(=O)CSc2nnc(NC(=O)CN3CCOCC3)s2)cc1	-1.4	-7.4	.	.	0.2	1.8	9.2	3.7
Cc1ccc(C)c(NC(=O)NNC(=O)CCc2ccccc2)c1	2.7	2.4	-0.1	9.2	0.0	2.6	5.3	-4.7
C[C@H](CO)N1C[C@H](C)[C@@H](CN(C)C(=O)C2CCCCC2)OCCCC[C@H](C)Oc2ccc(NC(=O)Nc3ccccc3)cc2C1=O	-1.0	-14.1	1.7	-4.9	0.5	0.1	6.7	4.7
Cc1ccc(S(=O)(=O)N2CCOCC2)cc1NC(=O)CNCc1cccnc1	0.7	-7.2	.	3.2	-0.2	-3.9	13.0	9.0
CC(=O)NC[C@@H]1[C@@H](c2ccc(C3=CCCCC3)cc2)[C@@H](CO)N1C(=O)NC(C)C	0.9	.	0.1	-2.1	0.2	.	-15.6	13.3
COC(=O)C[C@H]1CC[C@@H]2[C@H](COc3ccc(NS(C)(=O)=O)cc3C(=O)N2C)O1	-2.8	.	0.1	-5.3	0.0	.	-2.5	3.5
COc1ccc(NC(=O)N(C)C[C@@H]2Oc3ccc(NC(=O)Cc4ccccc4)cc3C(=O)N([C@H](C)CO)C[C@@H]2C)cc1	-0.9	7.3	0.1	7.5	0.4	-0.4	7.0	0.6
CC(=O)N1[C@H](C(=O)NCC2CC2)[C@@H](CO)[C@@H]2Cn3c(ccc(-c4cccc(F)c4)c3=O)[C@@H]21	1.1	10.1	-0.3	0.9	0.1	1.6	7.9	3.2
CCC(C)NC(=O)c1ccccc1NC(=O)c1ccc(CSc2ccc(C)cc2)cc1 (stereo not given)	0.9	-7.9	.	-1.7	.	0.2	3.8	-3.4
CC(=O)NC[C@H]1[C@H](c2ccc(-c3ccccc3F)cc2)[C@H](CO)N1C(C)=O	-0.8	-3.0	-0.1	-0.1	0.0	0.3	6.1	-9.2
O=C(NCc1ccccc1Cl)C1CCCO1 (stereo not given)	-4.0	-12.8	.	-2.1	4.5	3.4	11.5	-0.1
Cc1ccc(S(=O)(=O)N2[C@@H](c3ccc(Br)cc3)C(C(=O)O)=CC[C@H]2c2ccc3c(c2)OCO3)cc1	-6.0	-21.8	-0.1	-1.3	-0.1	11.2	-9.8	-2.1
C[C@@H]1CN([C@H](C)CO)C(=O)c2cccc(NC(=O)c3cnccn3)c2O[C@H]1CN(C)Cc1ccc2c(c1)OCO2	-0.7	-17.1	-9.9	-12.0	0.2	1.6	-5.3	-3.5
C[C@H]1CN([C@@H](C)CO)C(=O)c2cc(C#Cc3ccccn3)cnc2O[C@H]1CN(C)Cc1ccncc1	-1.7	-109.2	0.0	-43.6	-1.1	-5.5	12.2	?
Cc1ccc(NC(=O)N2CCC(c3ccccc3)C2)cc1C (stereo not given)	1.7	-30.8	1.1	2.2	0.0	-1.1	-50.0	2.2
CC(=O)Nc1ccc(S(=O)(=O)NCc2ccncc2)cc1	-3.0	-16.4	2.6	-3.0	0.2	-1.3	-2.8	5.0
C[C@@H]1CN([C@H](C)CO)C(=O)Cc2cc(NC(=O)NC3CCCCC3)ccc2O[C@@H]1CN(C)Cc1ccc(Cl)c(Cl)c1	2.0	2.4	0.3	1.0	0.2	0.6	-22.8	3.3
C[C@@H]1CN([C@H](C)CO)C(=O)c2cccc(NC(=O)c3ccc(-c4nccs4)cc3)c2O[C@H]1CN(C)S(C)(=O)=O	-1.4	10.5	2.0	2.5	-0.1	-2.0	11.5	1.9
COc1ccc(-c2ccc([C@@H]3[C@@H](CO)N4C(=O)CNC[C@@H]34)cc2)cc1	1.0	.	0.3	.	0.4	11.1	13.6	6.7
Cc1csc(=O)n1CC(=O)Nc1ccc(C(C)C)cc1	0.9	-6.2	.	-1.9	0.0	1.3	-13.4	-14.8
C[C@@H]1CN([C@H](C)CO)C(=O)Cc2cc(NS(C)(=O)=O)ccc2O[C@H]1CN(C)Cc1ccc(C(F)(F)F)cc1	1.1	-4.0	-0.2	-6.5	-0.5	-2.5	-6.0	-5.8
Cc1c(C#N)c2ccccc2n1CC(=O)O	.	-2.3	.	-6.6	.	0.8	-1.4	.
CC(C)NC(=O)N(C)C[C@@H]1Oc2ccc(NC(=O)CCN3CCOCC3)cc2CC(=O)N([C@H](C)CO)C[C@@H]1C	1.2	9.0	-0.1	-3.6	0.3	-0.6	23.8	-1.4
NNC(=O)CCn1c2ccccc2c2ccccc21	-2.1	-4.2	1.5	.	0.2	-3.1	-41.5	1.9

Quoted from the entries so far (4 entries):
Molecule	F508del corr	RAD52 inh	E-selectin induc	RAD54 inh	XiGFP reactiv	Casp6 inh	GSIS activator	DENV2 CPE rescue
C[C@@H]1CN([C@H](C)CO)C(=O)Cc2cc(NS(C)(=O)=O)ccc2O[C@H]1CN(C)Cc1ccc(C(F)(F)F)cc1	1.1	-4.0	-0.2	-6.5	-0.5	-2.5	-6.0	-5.8
Cc1c(C#N)c2ccccc2n1CC(=O)O	.	-2.3	.	-6.6	.	0.8	-1.4	.
CC(C)NC(=O)N(C)C[C@@H]1Oc2ccc(NC(=O)CCN3CCOCC3)cc2CC(=O)N([C@H](C)CO)C[C@@H]1C	1.2	9.0	-0.1	-3.6	0.3	-0.6	23.8	-1.4
NNC(=O)CCn1c2ccccc2c2ccccc21	-2.1	-4.2	1.5	.	0.2	-3.1	-41.5	1.9

Additional entries follow.
Molecule	F508del corr	RAD52 inh	E-selectin induc	RAD54 inh	XiGFP reactiv	Casp6 inh	GSIS activator	DENV2 CPE rescue
CCc1ccc2nc(N(CCN(C)C)C(=O)c3ccc4ncsc4c3)sc2c1	1.4	11.7	0.0	-15.2	0.0	-11.0	5.6	-11.9
CC(=O)Nc1sc(C)c(C)c1C(=O)OCC(=O)NC(C)c1ccccc1 (stereo not given)	-1.2	-8.4	.	-1.6	0.0	2.1	20.8	-8.7
CCC(=O)N(C)C[C@H]1Oc2cc(C3=CCCCC3)ccc2S(=O)(=O)N([C@H](C)CO)C[C@@H]1C	0.5	.	-0.6	.	-0.6	.	-0.7	.
Cc1ccc(-n2nc3c(=O)n(CC(=O)NC4CCCCCC4)nc(C)c3c2C)cc1	-0.7	-12.4	.	8.8	0.2	-1.9	4.4	-7.8
COc1ccc(Cl)cc1-c1nc(SCC(=O)NC(C)(C)C)n[nH]1	1.9	-3.5	-1.8	-4.3	0.8	-4.3	24.7	4.9
